# bCat nuc transl: alters nuclear translocation of beta-catenin in HeLa cells. immunofluorescence imaging. nuclear translocation activity, % at 5 µM. 190,000 compounds, 0.3% hits. AID 1665;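 active means nuclear translocation activity above 50% at 5 µM, with a well cell count of 50 or more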;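 further: per-cell ratio of nuclear to cytoplasmic median beta-catenin stain intensity; plate controls were DMSO negative control for no effect and GSK-3 inhibitor IX positive control for full effect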
#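 test system = HeLa cells, endogenous beta-catenin | dosing = single 5 µM dose plus 0.02–20 µM confirmation series | times = compound treatment 24 h, 37°C, 5% CO2 | technique = beta-catenin immunofluorescence imaging with DAPI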
# Autophagy HCS: autophagy modulation, high-content screen; AID 463193; calls only at 10 µM (by protocol); MEF GFP-LC3 puncta imaging; test concentration mostly 10 µM; 190,000 compounds, 0.98% hits;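 active means percentage of spot-positive cells more than 3 SD above its plate mean, without a fluorescence outlier flag or 80% toxicity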;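 further: spot-positive cell cutoff set from DMSO-treated cells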
# Dynein transport: blocks dynein driven cargo transport along microtubules; 3617.4 mouse cells, GR-EGFP nuclear translocation imaging; test concentration mostly 20 µM; stimulated with dexamethasone, 1 µM; stronger effect = lower value; z-score, hits read low; 220,000 compounds, 0.47% hits;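 active means plate z-score of nuclear minus cytoplasmic receptor signal below a set negative limit, without overly bright fluorescence or cell loss, cut at about -3.5 in these data, passing the limit was not always enough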;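 further: z-score of nuclear minus cytoplasmic ring GR-EGFP intensity difference per well; some compounds called inactive have numbers as strong as hits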
#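 Schedule: 48 h induction, then 1 h compound, then 30 min agonist, 37 °C. Buffer or medium: tetracycline-free induction medium containing charcoal-stripped FBS. Reagent: 1.0 µM final dexamethasone stimulus. Evaluation: nuclear versus cytoplasmic GR-EGFP signal, averaged per well. Signal: high-content fluorescence imaging after fixation.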
# XIAP antagonists: small molecules displacing peptide from XIAP – biochemical, IAP family, fluorescence polarization (AID 1018) | XIAP BIR domain, fluorescence polarization peptide displacement; higher % means a stronger effect | displacement, % at 20 µM, or IC50 in µM where a hit was titrated | 200,000 compounds, 0.007% hits; in the data active means displacement above about 50%; further: a part of the inactive calls stands beside numbers as strong as those of hits
# MT stabilizer: microtubule stabilization, imaging screen; HeLa tubulin immunostaining HCS, 24 h; share of cells brighter than vehicle mean+2SD; % tubulin-high responders, % at 10 µM; 200,000 compounds, 0.83% hits;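 active means plate Z-score above 3 for both tubulin-high and condensed-nucleus cell shares, with cell loss under 80%, at 10 µM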;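 further: anti alpha tubulin signal scored within the nucleus-defined area of each cell; some results filed as inactive read as strong as hits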
# Lipid droplet: modulators of hepatic lipid droplet formation. 240,000 compounds, 0.4% hits. AML12 mouse hepatocytes, oleate lipid droplets, BODIPY imaging. inhibition, % at 6.5 µM;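 active means lipid droplet intensity inhibited by at least 50%, with more than 500 cells counted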
#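 System: AML12 hepatocytes (mouse). Probe or stimulus: oleic acid at 100 µM to induce lipid droplet formation. Times: overnight treatment with compound plus oleate. Detection: Image-based BODIPY and DAPI two-channel analysis. Evaluation: percent inhibition of filter-corrected integrated lipid droplet intensity per well.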
# ER stress rescue: protection against thapsigargin-triggered cell killing – 384-well, CSM14.1, ATP luminescence, primary screen (AID 1222); one-dose cellular ATP content (survival), % at 20 µM; EC50 in µM for titrated hits; CSM14.1 thapsigargin-induced death rescue, ATP luminescence; higher % means a stronger effect; 190,000 tested, under 10 active;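 active means EC50 below 50 µM in the dose-response confirmation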;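 further: death triggered by thapsigargin at about 15 µM added after 2 h compound pretreatment; cell ATP read after overnight thapsigargin exposure of roughly 18 to 22 hours; normalized against plate controls of thapsigargin alone and 5% DMSO vehicle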
# Insulin prom up: MIN6 insulin promoter up-regulation. AID 1625. MIN6 insulin promoter-GFP reporter, high-content imaging; stronger effect = higher value. z-score at 5 µM. 190,000 compounds, 0.3% hits;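 active means z-score above 3 at 5 µM with at least 500 cells counted in the well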
# WT yeast gro inh: growth inhibition of WT yeast, mitochondrial fusion screen; mitochondrial fusion phenotypic screen, WT strain; inhibition, % at 10 µM; 190,000 compounds, 2.1% hits; AID 1362; in the data active means inhibition above about 58%; tested in S. cerevisiae
# WT yeast gro inh mutant strain: second read-out of WT yeast gro inh, no call of its own (marks repeat the call); inhibition, %; mitochondrial fusion phenotypic screen, mutant strain inhibition
# Dynein transport cytoplasmic EGFP: also measured in Dynein transport; calls as there; z-score; measured here: cytoplasmic GR-EGFP intensity; stronger effect = higher value
# Dynein transport nuclear GR-EGFP: second read-out of Dynein transport, no call of its own (marks repeat the call); z-score; measured here: nuclear GR-EGFP intensity;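 lower value marks the stronger effect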
# Dynein transport cell count: recorded beside Dynein transport, whose call it bears; z-score; measured here: cell count per field
# Insulin prom up cell count: also measured in Insulin prom up; calls as there; cell count; measured here: cytotoxicity, nuclei count;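 total cells summed across four imaged fields per well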
# Lipid droplet cells 6.5 µM: further read-out of Lipid droplet, marked with its call; cell count; measured here: cell count, cytotoxicity flag;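 cells counted across two imaged fields per well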
# bCat nuc transl cell count 5 µM: further read-out of bCat nuc transl, marked with its call; cell count; measured here: cell count, cytotoxicity flag
# MT stabilizer Hoechst-high %: recorded beside MT stabilizer, whose call it bears; % Hoechst-high responders; measured here: nuclear condensation Hoechst responders;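 share of cells brighter than vehicle mean plus two SD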
# MT stabilizer cytotoxicity %: second read-out of MT stabilizer, no call of its own (marks repeat the call); toxicity, %; measured here: cytotoxicity by cell density;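 0% = mean cell density of plate MIN control wells and 100% = no cells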
# Autophagy HCS cell loss 18 h: recorded beside Autophagy HCS, whose call it bears; toxicity, %; measured here: cell loss, nuclei count;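 cell loss after 18 h compound exposure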
# Numbers without * were called inactive; i = inactive; / = not tested or not shown. An unsorted share of the library. Share with any hit: about 4%.
SMILES,bCat nuc transl,bCat nuc transl cell count 5 µM,Autophagy HCS,Autophagy HCS cell loss 18 h,Dynein transport,Dynein transport cytoplasmic EGFP,Dynein transport nuclear GR-EGFP,Dynein transport cell count,XIAP antagonists,MT stabilizer,MT stabilizer Hoechst-high %,MT stabilizer cytotoxicity %,Lipid droplet,Lipid droplet cells 6.5 µM,ER stress rescue,Insulin prom up,Insulin prom up cell count,WT yeast gro inh,WT yeast gro inh mutant strain
CN(C)c1ccc(/C=N/n2c(-c3cccnc3)n[nH]c2=S)cc1,-0.2,1527,i,-10,0.29,-0.32,0.44,-0.55,-4.7%,3.6,3.1,10,2,704,-0.1%,-0.27,1456,-18,5
CCOC(=O)c1c(-c2ccc(-c3ccccc3)cc2)csc1NC(=O)c1cccc(N2C(=O)CCC2=O)c1,-0.3,1072,i,14,0.0019,-0.24,-0.16,0.34,-13%,2.5,2.4,11,-26,673,0.2%,0.26,1440,22,1
O=C(Nc1ccc(-c2nc3cccnc3s2)cc1)c1ccc(Cl)nc1,0.0,1341,/,/,0.51,-0.26,0.84,-0.59,/,/,/,/,3,660,/,-0.45,993,/,/
O=C1C2C3C=CC(C3)C2C(=O)N1Cc1ccccc1 (stereo not drawn),/,/,i,-9,1.8,-0.2,0.59,-1.6,-2.9%,4.4,2.3,8.0,12,735,-1.7%,0.84,1206,-8,-5
NC(=O)c1c(NC(=O)Cn2nc(C(=O)O)c3ccccc3c2=O)sc2c1CCC2,1.6,1072,/,/,-0.24,-0.31,-0.37,0.92,/,/,/,/,-2,703,/,-0.02,1418,/,/
Cc1cc2ccccc2n2c(SCC(=O)Nc3ccc(S(=O)(=O)N4CCC(C)CC4)cc3)nnc12,-1.3,1108,i,-8,0.47,-0.26,0.25,0.16,-6.7%,3.5,3.6,19,-1,709,1.6%,1.3,1413,8,1
O=C(NC1=NCCS1)c1ccc(Cl)c(S(=O)(=O)N2CCCC2)c1,-0.8,1124,i,-3,-0.0048,-0.34,-0.089,0.46,-6.0%,2.8,1.8,1.1,-2,692,-1.4%,-0.57,1220,-10,-6
Cc1onc(C(=O)N2CCN(C(c3ccccc3)c3ccccc3)CC2)c1[N+](=O)[O-],-0.9,578,i,22,0.37,-0.046,1,-1.1,1.3%,4.3,1.5,15,-11,739,-2.5%,0.44,1223,-16,-29
Cc1nc(Nc2ccc(S(N)(=O)=O)cc2)oc1C,-3.3,1097,i,9,0.95,-0.38,0.25,0.69,-8.5%,5.5,5.1,20,/,/,-0.4%,-0.13,1288,-6,0
C=CCc1ccccc1OCC(O)CN1CCN(CCN2C(=O)c3cccc4cccc(c34)C2=O)CC1 (stereo not drawn),1.2,482,i,19,0.28,-0.24,0.22,0.21,-6.9%,2.5,2.2,2.7,-14,634,-7.7%,-5.8,551,43,5
CCOC1=NN(c2ncc(C(F)(F)F)cc2Cl)C(=O)/C1=C/N(C)C,-1.7,1035,i,32,1.2,-0.29,0.62,-0.98,-5.4%,2.9,3.1,11,9,717,-1.4%,0.67,1149,3,3
COc1cc(NC(=O)NS(=O)(=O)c2ccc(C)cc2)cc(OC)c1,-1.4,1029,i,5,-0.24,-0.41,-0.15,0.13,-9.6%,0.4,1.0,5.5,9,869,-3.2%,1.2,727,16,11

# Two compounds from above, showing only XIAP antagonists.
Compound	XIAP antagonists
C=CCc1ccccc1OCC(O)CN1CCN(CCN2C(=O)c3cccc4cccc(c34)C2=O)CC1 (stereo not drawn)	-6.9%
CCOC(=O)c1c(-c2ccc(-c3ccccc3)cc2)csc1NC(=O)c1cccc(N2C(=O)CCC2=O)c1	-13%

# Additional results.
SMILES,bCat nuc transl,bCat nuc transl cell count 5 µM,Autophagy HCS,Autophagy HCS cell loss 18 h,Dynein transport,Dynein transport cytoplasmic EGFP,Dynein transport nuclear GR-EGFP,Dynein transport cell count,XIAP antagonists,MT stabilizer,MT stabilizer Hoechst-high %,MT stabilizer cytotoxicity %,Lipid droplet,Lipid droplet cells 6.5 µM,ER stress rescue,Insulin prom up,Insulin prom up cell count,WT yeast gro inh,WT yeast gro inh mutant strain
N/C(=N\OS(=O)(=O)c1ccc2ccccc2c1)c1cccnc1,-3.7,1197,i,-17,0.74,-0.18,0.68,-0.15,-3.1%,3.5,2.1,3.7,17,690,-1.4%,0.5,1627,-2,0
O=C(O)c1ccccc1Sc1ncnc2sccc12,-2.1,1124,/,/,0.082,-0.27,0.044,0.29,/,/,/,/,-2,698,/,-0.49,1458,/,/
Cc1nn(Cc2ccc(Cl)cc2)c(C)c1NC(=O)CCCn1nc([N+](=O)[O-])c(Cl)c1C,-1.5,1044,i,28,0.96,-0.21,1.5,-1.2,-1.4%,3.6,3.9,4.8,14,734,-0.3%,0.72,1435,17,3
COc1ccccc1OCC(=O)N/N=C1\CCc2ccccc21,0.0,1092,i,-11,1.7,0.06,1.4,-1.4,-2.2%,1.5,1.0,5.2,2,801,-2.6%,0.73,894,-4,9
Cc1cccc(OCc2n[nH]c(=S)o2)c1,1.0,1152,i,4,0.27,-0.14,0.51,-1.2,-2.7%,5.0,2.4,11,/,/,1.9%,-0.1,1337,3,-16
CCOC(=O)c1nnn2c1nc(N1CCN(C)CC1)c1ccccc12,-1.5,1438,/,/,-0.19,-0.26,-0.41,0.48,/,/,/,/,-11,697,/,1.5,1168,/,/
COc1cc2c(cc1OC)CN(CC(=O)NC(=O)NCc1ccccc1)CC2,-2.5,1104,i,3,-1.3,-0.34,-1,0.93,-7.3%,1.9,2.8,8.0,2,673,-1.1%,1.2,1343,13,-2
CCOC(=O)C1CCN(Cc2nnnn2CCc2ccccc2)CC1,-9.1,986,i,0,-0.96,-0.26,-0.52,1,-11%,1.6,1.7,3.3,-20,727,-1.2%,0.18,1617,-32,1
Cc1c(NC(=O)C(C)OC(=O)C23CC4CC(CC(Br)(C4)C2)C3)c(=O)n(-c2ccccc2)n1C (stereo not drawn),-5.4,1149,i,0,-0.17,-0.32,0.2,0.26,-2.7%,2.8,2.3,4.6,-1,692,0.5%,0.68,1310,-11,4
Cc1c(NC(N)=O)c(=O)n(-c2ccccc2)n1C,-0.6,1460,i,-8,0.14,-0.22,-0.053,0.16,-11%,1.1,2.1,2.5,-4,547,-1.4%,0.78,1144,-11,2
COc1ccc(C)cc1-n1nnnc1SCC(=O)Nc1cccnc1Cl,0.5,997,i,3,0.15,-0.29,-0.4,0.37,-8.4%,2.0,2.5,3.5,-2,594,-1.0%,-0.13,1180,14,23
CCOC(=O)c1c(C)n(C)c2c(C)cc(O)c(OC(C)=O)c12,/,/,i,-1,-0.41,-0.18,0.0026,0.14,-2.1%,1.5,1.7,6.6,2,774,0.4%,0.3,1367,-5,-3
CCN(CC)c1ccc(NC(=O)Cn2nnc(-c3cccc(OC)c3OC)n2)c(C)c1,-5.3,1214,i,5,-0.9,-0.13,-0.51,0.88,-4.7%,2.1,1.9,6.8,2,807,0.0%,-1.4,1330,15,16
COc1cc2nc(SCC(=O)NCc3ccco3)n(Cc3ccc(Cl)cc3)c(=O)c2cc1OC,0.8,1184,i,-6,-1.2,-0.25,-0.23,0.52,-1.4%,4.9,2.2,1.5,-35,695,-0.4%,-0.12,996,-1,8
Cc1ccc(C)c(NC(=O)c2ccccc2C(=O)c2ccccc2)c1,-1.2,1164,i,-2,-0.14,-0.33,-0.21,-0.44,-6.1%,6.0,1.0,12,-20,684,2.4%,-0.98,1271,63*,12*
Cc1ccc(OCC(=O)NC(=S)Nc2ccc3c4c(cccc24)CC3)cc1,-5.7,581,i,-7,-0.3,-0.14,0.81,-0.35,-1.4%,3.4,3.4,9.6,-3,735,-1.1%,0.18,1133,6,-6
Cc1nnc(NC(=O)CSc2ccc(-c3ccccn3)nn2)s1,-0.5,964,i,20,-0.19,-0.32,0.092,1.1,-2.3%,3.0,1.8,9.1,3,631,3.5%,-0.33,1650,-25,-5
O=C(CCc1ccccc1)c1ccc2c(c1)OCCCO2,-2.4,1087,i,1,3,-0.17,1.8,-1.6,-4.0%,1.9,1.9,3.9,-2,751,-3.0%,-0.35,821,5,23
Cc1ncc(CO)c(/C=N/NC(=S)Nc2cccc(Cl)c2)c1O,-4.2,988,i,26,-0.62,-0.18,0.24,-0.059,-1.5%,5.1,1.6,6.0,11,635,-1.1%,-0.28,1194,16,15
COc1ccc(S(=O)(=O)N2CCCCCC2)cc1N,-0.2,1149,i,1,-0.56,-0.31,-0.13,-0.064,-2.7%,3.3,3.2,6.0,7,695,0.6%,0.59,1306,-9,26
C=CCn1c(N/N=C/c2ccc(O)cc2)nc2ccccc2c1=O,0.3,1082,i,4,0.68,-0.29,1,-0.74,-3.2%,4.2,2.8,9.0,16,596,0.0%,-0.04,1147,24,31
Cc1cccc(C)c1NC(=O)C1CCCNC1 (stereo not drawn),0.2,1173,i,0,-0.61,-0.3,-0.055,0.36,-3.8%,5.7,3.2,5.9,/,/,-3.4%,-0.6,1303,-5,-6
Cc1cccc(N(CC(=O)NC2CCCCC2)C(=O)c2ccc(C)s2)c1,1.4,1364,i,13,0.27,-0.24,0.69,0.28,-24%,3.4,2.4,5.8,/,/,-2.1%,-1.2,1124,40,-7
